Compound activity (PubChem)
ER stress surv: ER stress cell death inhibition; CSM14.1 thapsigargin ER stress survival, ATP luminescence; relative survival (cellular ATP), % at 15 µg/mL (by protocol); 48,000 tested, 0.33% active;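 active means survival measured by cellular ATP above 50% at 15 µg/ml in the first screen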;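 further: cell death triggered by about 15 µM thapsigargin; ATP read 24 h after thapsigargin was added; plate controls were thapsigargin with DMSO for no effect and DMSO without thapsigargin for full effect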
Starred values were filed as active, the others as inactive.

SMILES	ER stress surv
Cc1ccc(S(=O)(=O)OCCOS(=O)(=O)c2ccc(C)cc2)cc1	11.0
N/C(=N\OC(=O)CCc1ccccc1)c1ccc(Br)cc1	0.6
O=C(Nc1ccc(Cl)c(Cl)c1)Nc1nnc(-c2ccccc2)s1	-0.7
COc1ccc(-c2cc(-c3c(O)c(OC)c4occc4c3OC)[nH]n2)cc1OC	-1.6
CCOc1cc(/C=C2\C(=O)NN(c3ccccc3)C2=O)cc(Br)c1O	2.2
O=C(O)C12c3ccccc3C(C(=O)O)(c3ccccc31)c1ccccc12	4.9
COc1ccc(-n2c(=O)c3c4c(sc3n3c(=S)[nH]nc23)CCCC4)cc1	2.6
CCN1C(=O)/C(=C\c2cc(Cl)c(OCCOc3cccc(OC)c3)c(OC)c2)SC1=S	13.8
CC1=NN(C(=O)Cc2ccccc2)C(O)(c2ccc(Cl)cc2)C1 (configuration not stated)	-1.5
CCCc1ncc(C(O)c2ccccc2OC)n1C (configuration not stated)	-4.4
Cc1cc(OCC(=O)NN)ccc1Cl	-1.0
COC(=O)C1=C(C(=O)OC)SC(=C2C(=S)C(C)(C)N(C(=O)Cc3ccccc3)c3ccc(OC)cc32)S1	0.3
CCOC(=O)C1=CN(c2ccc(OCC)cc2)C=C(C(=O)OCC)C1c1ccccc1OC	6.7
COc1ccccc1CNS(=O)(=O)c1ccc(C)c([N+](=O)[O-])c1	13.2
O=C(Nc1ccc2oc(-c3ccccc3)nc2c1)c1ccc(-c2ccc([N+](=O)[O-])cc2)o1	-3.8
CCOc1ccc(N2C(=O)NC(=O)/C(=C\c3ccc(-c4ccccc4C(=O)O)o3)C2=O)cc1	7.1
O=C(CC(c1ccccc1)c1ccccc1O)N1CCNCC1 (configuration not stated)	5.4
COc1ccc(C2/C(=C(/O)c3ccccc3)C(=O)C(=O)N2c2cccc(Br)c2)cc1 (configuration not stated)	4.9
C[N+]1=C(CC(=O)Nc2ccccc2Cl)c2ccccc2CC1(C)C	-4.2
COc1ccccc1C(=O)N/C(=C/c1ccc(Br)cc1)C(=O)N1CCCC1	-2.0
CCOc1ccc(-c2c(C)sc(N)c2C(=O)OC(C)C)cc1	-1.4
C=CCN1Cc2c(sc(C)c2C)N(C(=O)c2ccccc2)C1	0.9
COc1ccc(C2CC(C(F)(F)F)n3ncc(C(=O)N(C)Cc4ccccc4)c3N2)cc1OC (configuration not stated)	82.0*
Cc1ccc(S(=O)(=O)Nc2ccccc2C=Nc2c(C)n(C)n(-c3ccccc3)c2=O)cc1	12.9
COc1ccc(CNCc2cccc(Oc3ccccc3)c2)cc1	-11.3

The list goes on; the last 6 above are carried over.
SMILES	ER stress surv
COc1ccccc1C(=O)N/C(=C/c1ccc(Br)cc1)C(=O)N1CCCC1	-2.0
CCOc1ccc(-c2c(C)sc(N)c2C(=O)OC(C)C)cc1	-1.4
C=CCN1Cc2c(sc(C)c2C)N(C(=O)c2ccccc2)C1	0.9
COc1ccc(C2CC(C(F)(F)F)n3ncc(C(=O)N(C)Cc4ccccc4)c3N2)cc1OC (configuration not stated)	82.0*
Cc1ccc(S(=O)(=O)Nc2ccccc2C=Nc2c(C)n(C)n(-c3ccccc3)c2=O)cc1	12.9
COc1ccc(CNCc2cccc(Oc3ccccc3)c2)cc1	-11.3
O=S(=O)(Nc1cccc(F)c1)c1ccc2ccccc2c1	3.9
Cc1ccc(C(=O)ONC(=O)c2ccc(Cl)cc2)cc1[N+](=O)[O-]	3.4
O=C(Nc1ccc2c(c1)C(=O)N(c1ccccc1)C2=O)c1ccco1	1.4
CC(=O)NC(CC(C)C)C(=O)NC(=O)NCc1ccccc1 (configuration not stated)	20.1
O=C(N=Nc1c(O)[nH]c(=O)[nH]c1=O)c1ccc2c(c1)OCO2	-17.0
Cc1[nH]oc(=O)c1N=Nc1ccccc1C(F)(F)F	10.3
CN1C(=O)/C(=C\c2ccc(OS(=O)(=O)c3ccccc3[N+](=O)[O-])cc2)SC1=S	-1.9
Cc1ccc(-c2nnc(NC(=O)Nc3ccc(Cl)c(Cl)c3)s2)cc1	7.1
O=C(CSc1nc2ccccc2[nH]1)Nc1ccc(F)c([N+](=O)[O-])c1	-6.6
CCOc1ccc(C(=O)Nc2cc(-c3nc4ccc(C)cc4o3)ccc2Cl)cc1[N+](=O)[O-]	4.1
O=C(Cc1nnc(NC(=O)Nc2ccc(Cl)cc2)s1)NCc1ccccc1	6.2
CCc1nccn1S(=O)(=O)c1ccc2ccccc2c1	6.3
Cc1cc(NC(=O)CCN2C(=O)/C(=C\c3cccs3)SC2=S)no1	3.2
CCOc1cc(C=O)cc(I)c1OCc1ccc([N+](=O)[O-])cc1	0.4
CCOC(=O)C1=C(c2ccccc2)N=C2SCC(=O)N2C1c1ccc2c(c1)OCO2 (configuration not stated)	8.2
Cc1cc(C)n(C2CC(=O)N(c3ccccc3)C2=O)n1 (configuration not stated)	-0.7
CC1CCc2c(sc(NC(=O)c3cccnc3)c2C(=O)Nc2ccccc2)C1 (configuration not stated)	-3.7
Cc1cc(=O)n2/c(=C\c3ccc(Br)cc3)c(=O)[nH]c2n1	13.8
CCOc1cccc(N2C(=O)NC(=O)/C(=C\c3ccc(Sc4ccccc4)o3)C2=O)c1	-1.6
Cc1ccc(Cl)cc1N(Cc1ccc(C(=O)O)cc1)S(=O)(=O)c1ccccc1	10.8
O=C(CC12CC3CC(CC(C3)C1)C2)Nc1nccs1	-1.8
COc1ccc(C2/C(=C(/O)c3ccc(Cl)cc3)C(=O)C(=O)N2C)c(OC)c1 (configuration not stated)	3.4
CC1=C(C(=O)Nc2ccc(C)cc2)C(c2ccc(F)cc2)NC(=O)N1 (configuration not stated)	-0.7
COc1ccc(NC(=O)C2C3CCC4C(CCC32)C4(Cl)Cl)cc1 (configuration not stated)	1.1
Cc1ccc(C2=NN(C(=O)CCC(=O)O)C(c3cccc([N+](=O)[O-])c3)C2)cc1 (configuration not stated)	0.9
New compounds follow
SMILES	ER stress surv
COC(=O)c1cc2nc(-c3ccc(Br)cc3)cc(C(F)(F)F)n2n1	11.3
Cc1ccc(C(=O)Nc2ccc(N3CCOCC3)c(Cl)c2)cc1C	5.0
CCSc1nnc(NC(=O)c2cc(-c3ccc(OC)cc3)nc3ccccc23)s1	10.2
Clc1ccccc1CSc1nc2ccccc2o1	17.7
Cc1ccc(OCC(=O)Nc2sc3c(c2C(N)=O)CCC3)c(C)c1	0.4
COc1ccc2nc(NC(=S)NC(=O)c3ccc(Cl)cc3)sc2c1	5.1
COc1ccc(OC)c(C2c3c(-c4ccccc4)n[nH]c3C(=O)N2c2ccccc2)c1 (configuration not stated)	1.0
CN(C)c1ccc(NC(=O)C(N)=O)cc1	-2.2
COc1cc2c(cc1NCc1ccc([N+](=O)[O-])cc1)oc1ccccc12	7.9
Cc1ccc(C(=O)N/C(=C/c2cccnc2)C(=O)Nc2ccc(F)cc2)cc1	-0.8
CCN(C(=O)Cc1ccc(Cl)cc1)c1ccccc1C	2.1
C/C=C/C=C(\NC(=O)c1ccccc1)C(=O)O	4.8
O=c1/c(=C/c2ccccc2OCc2ccc(Cl)cc2)sc2nc3ccccc3n12	9.1
Cc1nc(N)sc1C(=O)N/N=C/c1ccc(Cl)cc1Cl	2.8
Cc1cc(NC(=O)CSc2ccccn2)no1	3.7
CC(C)(C)c1csc(N/N=C/c2ccc(Br)cc2)n1	-3.9
COC(=O)c1ccc(/C=N/N=C(N)N)cc1	-29.6
CCCCc1c(C)nc(N/N=C/c2c(F)c(F)c(F)c(F)c2F)[nH]c1=O	11.7
O=c1c2cc([N+](=O)[O-])ccc2[nH]c2c1[nH]c1ccccc12	4.0
OC(CNc1ccc(F)cc1)COc1ccc(OCC(O)CNc2ccc(F)cc2)cc1 (configuration not stated)	0.9
COc1cc(C(=O)Nc2cc(-c3nc4ccccc4s3)ccc2C)cc(OC)c1OC	1.4
Cc1ccc(OCC(=O)Nc2cccc(I)c2)c(Br)c1	6.2
C=COCn1c2ccc(Cl)cc2c2cc(Cl)ccc21	4.6
CCSc1nc(O)c(Cc2ccccc2)c(=O)n1-c1ccc(C)cc1	1.7
COc1ccc(C2NC(=O)NC(O)(C(F)(F)F)C2C(=O)c2ccc(Br)cc2)cc1 (configuration not stated)	-0.2

4 structures from above, sorted by molecular weight, largest number first:
SMILES	ER stress surv
CCCCc1c(C)nc(N/N=C/c2c(F)c(F)c(F)c(F)c2F)[nH]c1=O	11.7
Cc1ccc(C(=O)Nc2ccc(N3CCOCC3)c(Cl)c2)cc1C	5.0
CC(C)(C)c1csc(N/N=C/c2ccc(Br)cc2)n1	-3.9
O=c1c2cc([N+](=O)[O-])ccc2[nH]c2c1[nH]c1ccccc12	4.0

Remaining list, next part.
SMILES	ER stress surv
CN(c1ccc(C(=O)N2CCCC2)cc1)S(=O)(=O)c1ccccc1	10.9
CNc1ccc(SC(F)(F)F)cc1C(=O)c1ccccc1	2.3
FC(F)(F)COc1nc(N2CCNCC2)nc(N(c2ccccc2)c2ccccc2)n1	-4.0
COc1cccc(-c2nc(-c3cccc([N+](=O)[O-])c3)no2)c1	4.3
Cc1ccc2nc(NC(=O)c3ccccc3)sc2c1	-4.6
CCC(=O)C1=C(N2CCOCC2)CC(C)(C)CC1=O	6.9
O=C1NC(=O)N(c2ccc(Cl)cc2)C(=O)/C1=C/c1cccc(C(F)(F)F)c1	-1.5
COC(=O)Nc1sc2c(c1C(=O)OC)CCCCC2	4.6
CC(=O)c1cccc(Nc2cc(C)nc3ncnn23)c1	2.9
CC1CCN(C(=O)c2ccccc2[N+](=O)[O-])CC1	0.4
COc1c(Cl)cc(C(=O)Nc2cc(C)ccn2)cc1Cl	-5.5
CC(=O)c1ccc(N/C(=N/S(=O)(=O)c2ccc(Cl)cc2)c2ccccc2)cc1	2.7
C=CCN1C(=O)/C(=C\c2ccc(I)o2)C(=O)NC1=S	-1.1
O=C(NCCCO)C(=O)NCCc1ccccc1	1.3
COc1ccc(C(C)=O)cc1CSc1cc(C)c2ccccc2n1	2.2
c1ccc2cc(OCCCN3CCCC3)ccc2c1	-4.6
Nc1nonc1C(=O)N=Nc1c(O)[nH]c2ccccc12	2.2
CCCC1C(c2ccccc2)NC(c2ccccc2)C(C)C1(C)O (configuration not stated)	-2.9
Cc1ccc(C2=CC(c3ccccc3)=N/C(=C(\C#N)C(N)=O)N2)cc1	24.8
COC(=O)c1c(-c2ccc(C)c(C)c2)csc1N	-2.4
COc1ccc(/C=N/NC(=O)CSc2n[nH]c(=O)[nH]c2=O)cc1	-0.9
CCOC(=O)COc1ccc(/C=C2/C(=O)NN(c3cccc(Cl)c3)C2=O)cc1OC	7.6
O=C(O)C1CCCCC1C(=O)Nc1ccccn1 (configuration not stated)	5.8
O=C(O)c1cc(O)ccc1-c1ccc(O)cc1	5.7
O=Cc1cn(-c2ccccc2)nc1-c1cccs1	-0.4
More results.
SMILES	ER stress surv
O=Cc1ccccc1OCc1ccc(F)cc1	-2.6
O=C(O)c1ccc(NCc2cccs2)cc1	7.7
COc1ccc(C2C(C(=O)/C=C/c3ccccc3)=C(O)C(=O)N2CCCCCC(=O)O)c(OC)c1 (configuration not stated)	-2.6
CC(=O)Nc1c(C)c(Br)cc(C(=O)O)c1[N+](=O)[O-]	-4.8
Cc1cccc(NC(=O)c2ccc(C(=O)Nc3cccc(C)c3)nc2)c1	11.8
O=C(Nc1cccc(Cl)c1)Nc1nc2ccc(Br)cc2s1	-2.6
O=C(CCNc1ccc(I)cc1)c1cccs1	11.7
COc1cc(CN2CCN(C(=O)c3cc(OC)c(OC)c(OC)c3)CC2)c([N+](=O)[O-])cc1OC	-4.3
O=C1Nc2ccccc2C1(O)c1c[nH]c2ccccc12 (configuration not stated)	14.1
C=C(C)CNC(=S)Nc1ccccn1	15.2
Cc1cc(/C=C2/NC(=S)NC2=O)c(C)n1-c1ccc(Br)cc1	9.7
CCOC(=O)Cc1csc(NC(=O)c2ccco2)n1	7.4
CCC(C)C(C(=O)Nc1ccc(C(=O)OC)cc1)N1C(=O)c2ccccc2C1=O (configuration not stated)	6.1
COc1ccc2c(c1)nc(SCC(=O)c1ccc(OC)c(OC)c1)n2Cc1ccccc1	-0.3
CCOC(=O)c1ccc(N2C(=O)CSC23C(=O)Nc2ccccc23)cc1 (configuration not stated)	9.0
O=C1NC(c2cccc([N+](=O)[O-])c2)Nc2c1sc(=S)n2-c1ccccc1 (configuration not stated)	8.5
COC(=O)c1c(NC(=O)c2cc(OC)c(OC)c(OC)c2)sc2c1C(C(=O)OC)CC2 (configuration not stated)	2.7
CCOC(=O)C(CCCCCOc1ccc(F)cc1)C(=O)OCC	-4.8
C=CCc1cc(/C=C2\C(=O)NC(=O)N(c3ccc(Cl)cc3)C2=O)cc(OC)c1OCC(=O)OC	-2.9
COc1cc(/C=C2\C(=O)NC(=S)N(c3ccc(F)cc3)C2=O)ccc1OCC(=O)O	5.9
COc1ccc(/C=C/C(=O)c2ccc([N+](=O)[O-])cc2)cc1	6.6
O=C(Nc1ccc(Br)cn1)C(c1ccccc1)c1ccccc1	12.8
Cc1c(N2C(=O)CSC2c2ccccc2)c(=O)n(-c2ccccc2)n1C (configuration not stated)	2.2
O=C(O)C1C(C(=O)Nc2ccccc2F)C2C=CC1C21CC1 (configuration not stated)	-0.8
Cc1ccc(CNC(=O)C(=O)Nc2ccccc2F)cc1	8.3
Continuation.
SMILES	ER stress surv
CN(Cc1ccccc1)C(=O)COc1ccc(-c2ccccc2)cc1	10.7
CCOc1ccc(N2C(=O)C3ON(c4ccccc4)C(c4ccc(SC)cc4)C3C2=O)cc1 (configuration not stated)	2.6
O=c1oc2cc(OCc3ccc(Cl)cc3)ccc2c2c1CCCC2	11.0
COc1ccc(-c2n[nH]c(=S)n2/N=C/c2sccc2C)cc1	-0.8
Cc1cc(C)c2nc3s/c(=C\c4ccc(Br)cc4)c(=O)n3c2c1	7.2
CC(C)(C)C(=O)Nc1ccc(N2CCOCC2)cc1	9.5
CCN=C1SC(CC(=O)Nc2ccccc2C#N)C(=O)N1CC (configuration not stated)	4.6
COc1cccc(N2C(=O)/C(=C/c3cccc4ccccc34)SC2=S)c1	5.4
O=C(NCc1ccccc1Cl)c1ccc(I)cc1	1.9
O=C(Nc1nncs1)c1cc(-c2ccccc2Cl)nc2ccccc12	-2.4

Reformatted as comma-separated lines: part of the list above.
SMILES,ER stress surv
CN(Cc1ccccc1)C(=O)COc1ccc(-c2ccccc2)cc1,10.7
CCOc1ccc(N2C(=O)C3ON(c4ccccc4)C(c4ccc(SC)cc4)C3C2=O)cc1 (configuration not stated),2.6

Some of the compounds tested; rates above refer to the full screens.
